N-glyco inh: N-linked glycosylation inhibition; D54 ERlucT glycosylation luciferase reporter, 24 h; percent of 100 nM tunicamycin response; AID 588692; 0.23% of 360,000 active; reporter increase, % at 12.5 µM;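 active means mean luciferase reporter signal, scaled so untreated is 0 and the glycosylation-blocking control 100, at or above a set limit in every replicate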;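 further: luciferase carries N-glycosylation sites so blocking glycosylation raises the light; 0% = median of neutral control wells and 100% = median of 100 nM tunicamycin wells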
hiPSC survival: enhancers of human iPSC single-cell survival; hiPSC single-cell survival, ATPlite luminescence; 100% = ROCK inhibitor wells, 0% = DMSO; survival enhancement, % at 20 µM; 0.044% of 360,000 active; AID 602274; in the data active means survival enhancement above about 18%;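 further: cells exposed to compounds for 16 hours before the ATP read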
ABCB6 inh 2: human ABCB6 transporter inhibition; Q9NP58; K562-ABCB6 porphyrin accumulation, flow cytometry, 1 h; active compounds read low; fluorescence ratio to DMSO, % at 10 µM; 0.19% of 360,000 active;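 active means fluorescence ratio to DMSO below 75%, the collection mean minus 3 SD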;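 further: signal is porphyrin accumulated inside mitochondria; 100% equals median channel fluorescence of DMSO control wells; lower ratio means ABCB6 inhibition with less porphyrin fluorescence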
PDI turbidity: PDI (human) enzyme inhibition; PDI insulin aggregation turbidity, A650, 90 min; inhibition, % at 10 µM; 0.052% of 350,000 active;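 active means mean inhibition across replicates of 30% or more, whatever share of single replicates reach that level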;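 further: absorbance from insulin aggregation driven by PDI reduction with DTT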
Target sequence (P07237 whole entry, looked up): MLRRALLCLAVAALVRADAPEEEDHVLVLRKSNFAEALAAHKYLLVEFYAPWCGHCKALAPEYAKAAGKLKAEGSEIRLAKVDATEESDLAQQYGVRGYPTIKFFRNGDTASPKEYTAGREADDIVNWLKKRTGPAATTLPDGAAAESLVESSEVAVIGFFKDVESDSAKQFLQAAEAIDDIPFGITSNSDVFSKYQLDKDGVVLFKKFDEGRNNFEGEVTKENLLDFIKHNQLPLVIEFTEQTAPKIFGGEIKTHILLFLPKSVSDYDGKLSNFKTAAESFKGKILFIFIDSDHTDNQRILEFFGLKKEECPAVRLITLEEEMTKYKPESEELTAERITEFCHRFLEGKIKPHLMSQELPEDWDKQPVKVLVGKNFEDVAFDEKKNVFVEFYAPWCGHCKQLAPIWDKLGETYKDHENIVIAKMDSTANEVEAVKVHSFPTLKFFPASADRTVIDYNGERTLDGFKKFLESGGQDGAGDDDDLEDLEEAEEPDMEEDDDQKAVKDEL
Granule exo inh: lytic granule exocytosis inhibition | AID 651702 | TALL-104 LAMP-1 surface exposure, flow cytometry; cells stimulated with thapsigargin and PMA | 0.66% of 360,000 active | inhibition, % at 10 µM;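 active means inhibition above about 55%, limit read from the data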
Vif imaging: blocks HIV Vif function | inhibition, % at 7.49 µM | AID 602346 | 0.35% of 340,000 active | HEK293T cells, Vif self-association by quenched fluorescence, imaging, 24 h; in the data active means inhibition above about 50%, passing the limit was not always enough; further: some results filed as inactive read as strong as hits
aDG glyco up: increases alpha dystroglycan glycosylation; 0.22% of 360,000 active; AID 624168; Pro5-aDG cells, alpha-DG glycosylation AlphaScreen (IIH6); 0% Pro5, 100% B10-LARGE cell signal; activation, % at 10 µM;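 active means activation of at least 8% versus controls, or a plate z-score of at least 8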;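 further: Pro5 are CHO cells carrying HIG-tagged alpha-DG that lacks glycosylation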
m5-HT2A agonist: agonists of mouse serotonin 5-HT2A receptor (HTR2A). P35363. CHO-K1 mHTR2A beta-arrestin complementation, luminescence; percent of 30 µM serotonin response. 0.66% of 360,000 active. activation, % at 7.6 µM;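 active means activation above a run cutoff, the mean activation of all tested compounds plus 3 SD, cut at about 14% in these data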;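 further: 0% = plate median of compound wells and 100% = 30 µM serotonin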
Target sequence (P35363 whole entry, looked up): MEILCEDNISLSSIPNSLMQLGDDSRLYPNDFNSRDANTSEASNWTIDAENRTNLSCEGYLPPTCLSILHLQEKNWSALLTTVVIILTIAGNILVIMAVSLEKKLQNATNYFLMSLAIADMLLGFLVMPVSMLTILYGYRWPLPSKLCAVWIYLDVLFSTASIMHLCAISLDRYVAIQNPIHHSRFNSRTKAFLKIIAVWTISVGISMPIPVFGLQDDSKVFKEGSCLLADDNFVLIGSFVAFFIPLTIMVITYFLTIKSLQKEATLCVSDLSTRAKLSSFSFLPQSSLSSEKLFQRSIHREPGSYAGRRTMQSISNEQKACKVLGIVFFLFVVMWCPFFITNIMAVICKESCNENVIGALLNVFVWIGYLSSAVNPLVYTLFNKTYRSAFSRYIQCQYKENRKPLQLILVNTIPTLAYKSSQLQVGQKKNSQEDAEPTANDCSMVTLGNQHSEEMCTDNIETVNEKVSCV
H9c2 protect: modulators protecting cardiomyocytes from myocardial damage; 0.63% of 360,000 active; H9c2 cardiomyocytes, H2O2 injury protection, ATPLite, 2 h; protection from H2O2 cell death, % at 20 µM;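 active means compounds giving at least 50% protection of heart cells from peroxide-induced death in the single-dose screen, raw or plate-pattern-corrected value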;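 further: 0% = DMSO wells with peroxide and 100% = DMSO wells without peroxide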
CaV13 FRET inh: Disruptors of the CACNA1D IQ motif to Ca2+-dependent inactivation inhibitor domain association, primary screening, Förster resonance energy transfer in intact living …; HEK cells, CFP/YFP FRET ICDI-IQ, plate reader, 10 min; percent FRET-ratio fall versus neutral wells; inhibition, % at 12.3 µM; 0.098% of 340,000 active; AID 743397;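 active means mean replicate inhibition of at least 30% and at least 1% of replicates passing that level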;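 further: 0% = median of the neutral control wells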
* = called active by the depositor; · = not tested or not shown. This is a random part of the collection. Share with any hit: about 3.1%.

SMILES	N-glyco inh	CaV13 FRET inh	PDI turbidity	aDG glyco up	ABCB6 inh 2	H9c2 protect	Granule exo inh	hiPSC survival	m5-HT2A agonist	Vif imaging
O=C(Cc1ccc(S(=O)(=O)N2CCCC2)s1)NC1CCCCCC1	0	-7	5	0.0	102	-4	-2	-0.9	0	-1
CCS(=O)(=O)c1ccc(S(=O)(=O)CC)s1	4	-6	7	-0.2	98	2	4	0.4	0	1
CNC(=O)C1CC(=O)N(Cc2ccc3c(c2)OCO3)C(=Nc2ccc(OC)cc2)S1 (stereo unspecified)	-2	·	1	1.1	98	5	-2	-1.0	8	5
O=C1NC(c2ccc3ccccc3c2)Nc2ccccc21 (stereo unspecified)	13	-5	-2	0.5	99	1	0	-1.6	3	-13
NNc1nc2c(-c3ccc(Cl)cc3)nnn2c2ccccc12	-6	-11	-7	0.2	212	0	2	-0.6	-2	-5
Cc1ccc2nc(NC(=O)c3ccccn3)sc2c1	-23	-17	4	-0.7	106	-25	10	-2.2	-11	-7
COc1cccc(NC(C)C(=O)Nc2cc([N+](=O)[O-])ccc2Cl)c1 (stereo unspecified)	2	-7	4	0.0	92	1	-4	-0.2	-1	-9
CC(O)CNc1nc2ccccc2n1CC(=O)N1CCN(Cc2ccccc2)CC1 (stereo unspecified)	0	-5	0	-0.1	99	0	4	1.5	1	7
C[C@H]1CN([C@@H](C)CO)S(=O)(=O)c2ccc(C#CC3(O)CCCC3)cc2O[C@@H]1CN(C)C(=O)Cc1cccnc1	2	-6	-3	0.2	96	5	3	3.3	-1	9
CN1C(=O)/C(=C\c2cccc(OCc3ccccc3)c2)SC1=S	-1	-2	0	0.0	102	-9	-5	-0.4	4	-14

SMILES	N-glyco inh	CaV13 FRET inh	PDI turbidity	aDG glyco up	ABCB6 inh 2	H9c2 protect	Granule exo inh	hiPSC survival	m5-HT2A agonist	Vif imaging
O=C1C2CC=CCC2C(=O)N1c1cccc(OS(=O)(=O)c2ccc3ccccc3c2)c1 (stereo unspecified)	-2	-4	-2	-0.2	91	-4	-1	0.2	-2	-4
COc1ccc(CN2CCN(C(=O)CN3C(=O)C4C5C=CC(C5)C4C3=O)CC2)c(OC)c1OC (stereo unspecified)	0	-4	1	0.3	93	-4	-1	4.0	4	-11
Cc1ccc(S(=O)(=O)N2CCN(CC(=O)N/N=C/C=C/c3ccccc3)CC2)cc1	-2	-6	-4	-0.2	100	-8	-5	-1.0	0	2
Cc1[nH]c2ccccc2c1C(=O)C(C)Sc1nnc(C2CC2)o1 (stereo unspecified)	0	-5	-3	0.1	102	1	4	-0.5	4	-1
O=c1[nH]c(=S)[nH]cc1Oc1ccc(Br)cc1Br	2	-4	-9	-0.1	90	8	-28	-2.0	8	-12
COc1ccc(C(=O)CCc2ccccc2O)c(OC)c1	0	-11	10	0.0	97	-2	-3	-0.3	0	-4
CC(C)c1ccc(NC(=O)Nc2nc(C(N)c3ccccc3)cs2)cc1 (stereo unspecified)	-5	-6	1	-0.3	99	-11	4	-5.4	5	-3
COc1cccc(-c2c(NC(C)=O)n(C)c3ccccc3c2=O)c1	2	-2	6	0.0	101	12	9	-0.7	3	-9
O=C(COC(=O)C1COc2ccccc2O1)NC(=O)Nc1ccc2c(c1)OCCO2 (stereo unspecified)	-3	-5	3	-0.1	97	25	1	-0.9	0	6
CCOc1ccccc1N1CC(C(=O)N(CC)C2CCS(=O)(=O)C2)CC1=O (stereo unspecified)	1	-6	0	-0.4	92	3	6	-0.6	-1	-1

SMILES	N-glyco inh	CaV13 FRET inh	PDI turbidity	aDG glyco up	ABCB6 inh 2	H9c2 protect	Granule exo inh	hiPSC survival	m5-HT2A agonist	Vif imaging
Cc1c2cnn(CC(=O)NC3CCCC3)c(=O)c2c(C)n1Cc1ccccc1	-6	-16	-1	0.2	94	-5	-3	0.2	-2	-20
Cc1ccc2nc(-c3ccc(NC(=O)CSc4nccc(=O)[nH]4)cc3)sc2c1	-10	-6	-7	0.0	98	-1	8	0.6	0	0
COc1ccc(/C(O)=C/c2nc3ccccc3n(-c3ccccc3)c2=O)cc1	-1	·	-3	0.0	386	-6	0	2.9	10	3
Cc1cc(CN2CCN(CC(=O)Nc3cc(Cl)ccc3-n3cncn3)CC2)no1	-1	-5	7	0.0	96	5	-5	0.0	-8	-3
Cc1ccnc(N2CCC(C(=O)Nc3ccc4c(c3)OCO4)CC2)n1	3	-4	-3	-0.2	97	-7	-1	-1.1	-1	-18
CCOC(=O)N=S(=O)(Oc1ccc([N+](=O)[O-])cc1)c1ccccc1 (stereo unspecified)	0	-8	-8	0.1	95	0	-2	0.4	-1	-10
CCOc1ccc(C(=O)Nc2cccc([N+](=O)[O-])c2)cc1Br	-6	-16	-13	1.1	102	-6	-1	1.8	2	-11
Cc1cccc(NC(=O)N2CCC(NC(=O)c3ccccc3C)CC2)c1	0	-4	-1	-0.3	101	-2	-8	-2.6	-4	5
CC1(OC(=O)C2CCCC2)C(=O)C=C2C=C(c3ccsc3)N(Cc3ccccc3)C=C2C1=O (stereo unspecified)	-2	-5	-4	0.3	102	-11	-3	1.6	12	-2
CCn1nc(C)c(CCC(=O)O)c1C	2	1	-1	-0.5	101	2	1	-0.1	-2	5

SMILES	N-glyco inh	CaV13 FRET inh	PDI turbidity	aDG glyco up	ABCB6 inh 2	H9c2 protect	Granule exo inh	hiPSC survival	m5-HT2A agonist	Vif imaging
Cc1c(C#N)c(NC(=O)CCl)n(Cc2ccccc2)c1C	2	-4	-3	-0.2	107	-12	-8	-2.2	4	1
COc1ccc(Nc2nc(N3CCCC3)nc(N3CCCC3)n2)c(OC)c1	1	-9	3	-0.2	87	-15	1	-0.3	1	10
COc1ccc(CC(=O)NCCN2CCOCC2)cc1	-1	-2	-1	0.4	97	1	-4	0.1	-3	0
COc1ccc(-c2cc(-c3ccc(F)cc3)nc(N3CCN(C)CC3)n2)cc1	4	-3	0	15*	100	-23	17	-0.2	-7	6
COC(=O)C1=C(N)OC2=C(C(=O)CC(C)(C)C2)C1c1ccccc1OCC#N (stereo unspecified)	1	7	8	-0.2	100	-3	2	-2.0	2	9
COc1ccc(CCNC(=O)CCCN2C(=O)C(c3ccccc3)Oc3cccnc32)cc1OC (stereo unspecified)	-2	-2	5	-0.3	99	2	-1	-0.3	3	1
C=CCn1c(SCC(=O)NCc2ccc3c(c2)OCO3)nc2scc(-c3ccc(F)cc3)c2c1=O	1	-5	-6	0.6	94	-3	16	0.6	0	-8
COc1ccc(-c2nnn(CC(=O)N(C3CCCCC3)C(C)C(=O)NC3CCCC3)n2)cc1OC (stereo unspecified)	1	-4	-2	0.0	98	4	-4	-2.2	0	4
Cc1ccc(-n2nc3c(=O)n(CCCC(=O)NCc4ccc(Cl)cc4)nc(C)c3c2C)cc1	0	-2	12	0.6	102	1	-1	-0.4	5	-9
Cc1cccc(CSc2nnc(NC(=O)CSc3nnc(C)s3)s2)c1	0	·	5	0.0	96	0	1	0.1	-2	-5

SMILES	N-glyco inh	CaV13 FRET inh	PDI turbidity	aDG glyco up	ABCB6 inh 2	H9c2 protect	Granule exo inh	hiPSC survival	m5-HT2A agonist	Vif imaging
Cc1ccnc(NS(=O)(=O)c2ccc(N)cc2)n1	1	-4	-5	0.1	101	-16	-3	0.2	-6	-8
CCN1C(=NCCc2cccs2)N[C@@H](c2cccs2)C(C(=O)OC)=C1C	2	·	-4	0.5	103	-2	-8	-2.6	-1	0
NC(=O)Cn1cc(/C=N/NC(=O)c2ccc(Cn3cc(Cl)cn3)o2)c(-c2ccccc2)n1	1	-6	0	0.3	95	-1	-4	0.4	-1	-7
Cc1ccc2[nH]c(=O)c(CN(Cc3ccc4c(c3)OCO4)Cc3nnnn3Cc3ccco3)cc2c1	1	-1	2	-0.2	139	13	3	-3.8	-5	4
CC1(C)CC(=O)C2=C(C1)OC(N)=C(C#N)C2c1ccccc1 (stereo unspecified)	2	-6	-14	-0.1	92	-1	6	-1.4	-2	3
C=CCc1cccc(CNc2nc3ccccc3n2CCN2CCOCC2)c1O	-5	-7	-13	0.3	103	-2	-1	-2.3	-7	-3
OC(CNCc1ccccc1Cl)C(F)(F)F (stereo unspecified)	-1	-1	-3	-0.4	96	18	9	-0.6	7	-5
CCNC(=O)COC(=O)Cc1ccc(Cl)cc1Cl	-1	2	-12	-0.3	103	3	0	2.6	8	8
COc1cc(N)c(Cl)cc1C(=O)OCC(=O)NC1CCCC1	1	-6	8	0.0	86	-4	-4	0.0	2	5
Cc1[nH]c(=O)n(C(C)C)c(=O)c1Br	1	-3	2	-0.1	91	-4	35	0.2	8	7

SMILES	N-glyco inh	CaV13 FRET inh	PDI turbidity	aDG glyco up	ABCB6 inh 2	H9c2 protect	Granule exo inh	hiPSC survival	m5-HT2A agonist	Vif imaging
CC(=O)c1ccc(S(=O)(=O)N2CCC(C(=O)Nc3ncc(C)s3)CC2)cc1	-2	-5	-53	0.0	103	4	-3	-0.8	3	-5
CCOP(=O)(OCC)/C(C#N)=C(\O)c1ccc(OC)cc1	1	5	-4	0.0	98	1	-2	-0.6	-1	5
Cc1ccc(/C=N/NC(=O)Cc2cccn2C)cc1	1	-4	3	-0.2	99	-2	7	0.0	5	-4
CCOc1cc(N2CCOCC2)c(OCC)cc1NS(=O)(=O)c1ccc2c(c1)CC(=O)N2	2	-7	2	-0.3	97	-6	-3	2.5	-4	-3
CC(=O)Nc1ccc(N(C(=O)CNC(=O)c2ccco2)C(C(=O)NCC2CCCO2)c2ccccc2)cc1 (stereo unspecified)	1	-6	4	-0.3	99	-4	0	-2.3	-2	0
CCOC1=C2[C@@H](CN(S(=O)(=O)c3ccc(C)cc3)[C@H]2c2ccccc2F)[C@H]2C(=O)NC(=O)[C@H]2C1	3	-5	·	0.0	98	2	-2	-1.9	-3	·
COc1ccc(-c2cc(C(=O)NCCCN3CCCC3=O)c3ccccc3n2)cc1OC	0	-5	-1	0.4	97	13	3	-0.5	-2	0

Screens deposited in PubChem BioAssay by several laboratories.
